p53 reactivator = mutant p53 re-activation in reporter cells; 0.063% of 320,000 active; Potency, µM (series often up to 92.2 µM), for inactives: at the highest dose activity change, positive = activation, usual class: activators; H1299 p53-A138V BP100-luciferase reporter, luminescence, 24 h; AID 504706; further: potency means the concentration at half of the fitted maximal effect; % of control where 0% means no effect; nearly all actives have a fitted effect of over 45% in size
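p53-null H1299 cells stably carrying temperature-sensitive p53-A138V and a BP100-luciferase reporter were pinned with compounds (4-point, 1:5 series) and held 24 hrs at 37 deg C. Luminescence was read 10 min after detection reagent.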
Giardia killer = kills Giardia lamblia. Giardia lamblia trophozoite viability. activity change, % at 7.66 µM, hits read low. 0.15% of 340,000 active. AID 540267; in the data active means activity change below about -80%; inconclusive means between about -30% and that limit;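 further: parasites exposed to compound for two days anaerobically before the ATP read; on the % scale 0 is the no-effect control and ±100 the full control effect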
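Trophozoite viability was measured as ATP-dependent luminescence, read 15-30 min after reagent addition. Before that, parasites at 100 cells/well were exposed to compounds for 48 h, anaerobically, at 37 deg C.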
PKM2 activator = activators of human pyruvate kinase M2. Potency, µM (top dose mostly 57.5 µM), for inactives: at the highest dose activation, actives largely listed as activators. 0.34% of 260,000 active. purified PKM2, Kinase-Glo ATP luminescence, activation; response scale: 0% is enzyme alone, no compound. P14618. AID 1631; further: potency means the concentration at half of the fitted maximal effect; on the % scale 0 is the no-effect control and ±100 the full control effect; nearly all actives have a fitted effect of over 55% in size
Target sequence (P14618 whole entry, looked up): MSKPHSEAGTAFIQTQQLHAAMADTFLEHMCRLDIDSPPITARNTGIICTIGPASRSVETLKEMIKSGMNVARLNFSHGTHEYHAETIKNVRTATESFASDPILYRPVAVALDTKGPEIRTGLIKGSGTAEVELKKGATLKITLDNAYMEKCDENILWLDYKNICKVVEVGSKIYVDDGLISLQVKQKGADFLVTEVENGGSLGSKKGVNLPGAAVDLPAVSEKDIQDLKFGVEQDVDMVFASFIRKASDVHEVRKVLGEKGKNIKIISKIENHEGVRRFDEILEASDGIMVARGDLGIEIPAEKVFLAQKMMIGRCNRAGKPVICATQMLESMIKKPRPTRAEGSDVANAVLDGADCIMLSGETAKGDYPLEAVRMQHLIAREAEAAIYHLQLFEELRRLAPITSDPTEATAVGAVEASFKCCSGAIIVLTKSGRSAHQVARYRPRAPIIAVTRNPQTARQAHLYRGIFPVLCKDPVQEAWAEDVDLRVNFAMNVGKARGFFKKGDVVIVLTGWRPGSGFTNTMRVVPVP
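Purified hPK-M2 (>95% pure) converted ADP (0.1 mM final) to ATP with 0.5 mM PEP in 50 mM imidazole pH7.2, KCl, MgCl2, Tween 20, BSA; 1 h at room temperature. ATP detected by Kinase-Glo luminescence.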
ELG1 genotox = induces genotoxicity in HEK293T cells with luciferase-tagged ELG1; 1.3% of 330,000 active; Potency, µM (series often up to 46 µM), inactives show at the highest dose activity change, positive = activation, usual class: activators; AID 504466; HEK293T ELG1-luciferase reporter, luminescence, 16 h; further: potency means the concentration at half of the fitted maximal effect; % of control where 0% means no effect; nearly all actives have a fitted effect of over 60% in size
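DMSO vehicle served as control against compound-treated ELG1-luciferase HEK293T cells; exposure lasted 16 hr at 37 °C and 5% CO2, followed by ONE-Glo luminescence detection after 30 min.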
RORg inh = ROR gamma (mouse) transcription inhibition | 5.4% of 310,000 active | P51450 | AID 2551 | Potency, µM (doses to about 53.6 µM), inactives show at the highest dose activity change, negative = inhibition, hits mostly inhibitors | Drosophila S2 Gal4-RORgamma UAS-luciferase reporter, 20 h; further: potency means the concentration at half of the fitted maximal effect; on the % scale 0 is the no-effect control and ±100 the full control effect; nearly all actives have a fitted effect of over 60% in size
Target sequence (P51450 whole entry, looked up, the tested form may be a part): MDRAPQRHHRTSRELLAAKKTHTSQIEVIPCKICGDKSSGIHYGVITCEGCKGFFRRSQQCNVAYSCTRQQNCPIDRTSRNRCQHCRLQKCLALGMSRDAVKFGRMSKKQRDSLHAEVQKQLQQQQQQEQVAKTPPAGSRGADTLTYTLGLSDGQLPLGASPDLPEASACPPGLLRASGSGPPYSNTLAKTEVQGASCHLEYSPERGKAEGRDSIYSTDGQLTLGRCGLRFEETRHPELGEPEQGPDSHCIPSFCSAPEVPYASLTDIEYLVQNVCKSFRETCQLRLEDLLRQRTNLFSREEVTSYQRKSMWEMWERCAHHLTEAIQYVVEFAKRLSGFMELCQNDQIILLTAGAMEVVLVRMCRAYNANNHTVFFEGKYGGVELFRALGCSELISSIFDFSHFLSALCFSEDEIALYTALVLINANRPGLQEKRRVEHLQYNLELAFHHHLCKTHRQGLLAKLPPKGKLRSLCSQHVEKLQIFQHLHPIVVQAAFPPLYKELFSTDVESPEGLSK
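Luminescence from a UAS-regulated Photinus luciferase reporter in stably transfected Drosophila Schneider cells is measured; decreased signal marks ROR gamma inhibition. Fusion expression is induced by 700 uM copper sulfate for 20 hr.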
FLuc modulator = inhibits or activates purified firefly luciferase, miR-21 counter-screen | P08659 | purified FLuc, Km substrates, luminescence inhibition | 6.9% of 360,000 active | Potency, µM (series often up to 57.5 µM), for the others: top-dose activity change, negative = inhibition, actives largely listed as inhibitors;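 further: potency means the concentration at half of the fitted maximal effect; plate controls were vehicle for no effect and reference inhibitor for full effect; nearly all actives have a fitted effect of over 55% in size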
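Biochemical qHTS of compounds, final roughly 60 µM downward over six points, against 10 nM purified firefly luciferase using Km concentrations of substrates (10 uM D-luciferin, 10 uM ATP) in Tris acetate pH 7.5 buffer; luminescence output.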
Rab9 promoter act = activators of Rab9 promoter | 2.8% of 320,000 active | Huh7 Rab9 promoter-luciferase reporter, luminescence, 24 h | Potency, µM (doses to about 9.22 µM), without a hit: at the top dose activation, negative = inhibition, usual class: activators; further: potency means the concentration at half of the fitted maximal effect; % of control where 0% means no effect; nearly all actives have a fitted effect of over 60% in size
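Stable Rab9-luc Huh7, 1500 cells/well, 2 h settle; cmpd in DMSO, 24 h, 37 °C/5% CO2; luciferase reagent 10 min RT; luminescence.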
BRCA1 expr up = BRCA1 expression activation; Potency, µM (highest dose often 46.1 µM), inactives show top-dose activation, most hits filed as activators; MCF7-BRCA1-FFLuc reporter, luminescence, 48 h; response scale: scaled: vehicle 0%, 10 µM genistein 100%; 1.1% of 380,000 active; further: potency means the concentration at half of the fitted maximal effect; nearly all actives have a fitted effect of over 80% in size; some results filed as inactive show a strong effect at the top dose
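Cells: MCF7-BRCA1-FFLuc, 2000/well. Exposure: 48 h, 37 °C, 5% CO2. Read: luminescence, 15 min post-substrate. Controls: genistein 10 microM (maximal activation), DMSO (neutral).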
NPC1 prom act = activates the NPC1 promoter. Huh7 NPC1 promoter luciferase reporter, 24 h. Potency, µM (doses to about 9.22 µM), for the others: top-dose activation, actives largely listed as activators. 2.4% of 320,000 active;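 further: potency means the concentration at half of the fitted maximal effect; % of control where 0% means no effect; nearly all actives have a fitted effect of over 60% in size; reporter is driven by a mutant NPC1 promoter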
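Readout is luciferase luminescence, reflecting NPC1 promoter activation in stably transfected Huh7 cells after 24 h compound exposure at 37 °C in reduced-serum medium with 10% FBS.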
Menin MLL FP TR = inhibitors of human menin-MLL interaction, mutant MLL peptide; Potency, µM (titrated, usually from 61.6 µM), without a hit: at the top dose FP activity change, negative = inhibition, actives largely listed as inhibitors; 0.23% of 270,000 active; Menin + Texas Red MLL mutant peptide, fluorescence polarization; active means well fitted inhibition curve with a large enough effect in the polarisation, with a control signal flat, not every such curve was filed as active; inconclusive means small, poorly fitted or top-dose-only effect, or effect the other way, or a change in a side signal; inactive means no such curve, though single readings can be large or run the other way; the % refers to the polarisation; further: potency means the concentration at half of the fitted maximal effect; % of control where 0% means no effect; many of its hits are not listed in these tables
Gal4-VP16 FLuc = counter-screen for ROR gamma inhibitors: Gal4-VP16 reporter. Drosophila S2 Gal4-VP16 UAS-luciferase, luminescence, 20 h. 3.5% of 310,000 active. Potency, µM (series often up to 53.6 µM), without a hit: top-dose activity, negative = inhibition, usual class: inhibitors;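 further: Gal4-VP16 expression switched on by copper sulfate through the metallothionein promoter; potency means the concentration at half of the fitted maximal effect; on the % scale 0 is the no-effect control and ±100 the full control effect; nearly all actives have a fitted effect of over 50% in size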
Starred values were filed as active, the others as inactive; [ ] = another dose, or the depositor's remark. Unless noted, the call rests on the fitted dose curve; in most records, active means well fitted curve in the direction sought with a large enough effect; inconclusive means small, poorly fitted or top-dose-only effect, or another doubt; inactive means no such curve, though single readings can be large; an effect the other way counts as inactive or inconclusive. Some of the compounds tested, so the mix of outcomes need not match the whole.

Screening COc1ccc(N(CC(=O)N/N=C/c2ccc(-c3ccc([N+](=O)[O-])cc3)o2)S(=O)(=O)c2ccc(C)cc2)cc1Cl returned p53 reactivator -2%, Giardia killer 12, PKM2 activator 1%, ELG1 genotox 1%, RORg inh 2%, FLuc modulator 3%, Rab9 promoter act -7%, BRCA1 expr up -6%, NPC1 prom act -7%, Menin MLL FP TR 10% and Gal4-VP16 FLuc -9%.
Screening O=C(COC(=O)Cn1cnc2ccccc2c1=O)Nc1ccc(Cl)cc1 returned p53 reactivator -6%, Giardia killer 12, PKM2 activator -3%, ELG1 genotox -4%, RORg inh 20%, FLuc modulator 2%, Rab9 promoter act -1%, BRCA1 expr up 0%, NPC1 prom act -1%, Menin MLL FP TR 13% and Gal4-VP16 FLuc -3%.
`COC(=O)c1cccc(NC(=O)C23CC4CC(C2)CC(n2cncn2)(C4)C3)c1` gave p53 reactivator 1%, Giardia killer 19, PKM2 activator 3%, ELG1 genotox -2%, RORg inh 39%, FLuc modulator 1%, Rab9 promoter act -1%, BRCA1 expr up 7%, NPC1 prom act -2%, Menin MLL FP TR -10% and Gal4-VP16 FLuc -2%.
For CCn1c(SCC(=O)N2CCC(C)CC2)nc2c(c1=O)SC(C)C2 (centres undefined) the results were p53 reactivator 4%, Giardia killer 17, PKM2 activator 0%, ELG1 genotox -8%, RORg inh 23%, FLuc modulator 0%, Rab9 promoter act 5%, BRCA1 expr up -1%, NPC1 prom act -2%, Menin MLL FP TR -1% and Gal4-VP16 FLuc -18%.
Screening Nc1ccc(C(=O)OCC(=O)Nc2cc([N+](=O)[O-])ccc2F)cc1 returned p53 reactivator 14%, Giardia killer 1, PKM2 activator 3%, ELG1 genotox 1%, RORg inh 25%, FLuc modulator -3%, Rab9 promoter act -1%, BRCA1 expr up -13%, NPC1 prom act 5%, Menin MLL FP TR 24% and Gal4-VP16 FLuc 5%.
Cc1ccc(N/C(N)=N/c2nc(C)cc(N3CCCCC3)n2)c(C)c1 was read as p53 reactivator -6%, Giardia killer 7, PKM2 activator 1%, ELG1 genotox -24%, RORg inh -33%, FLuc modulator -2%, Rab9 promoter act -39%[inhibitor], BRCA1 expr up -89%, NPC1 prom act -45%[inhibitor], Menin MLL FP TR inconclusive and Gal4-VP16 FLuc inconclusive.
Screening O=C(NCCc1c[nH]c2ccccc12)C(=O)NCC1OCCCN1S(=O)(=O)c1cccs1 (centres undefined) returned p53 reactivator -2%, Giardia killer 5, PKM2 activator 4%, ELG1 genotox -6%, RORg inh inconclusive, FLuc modulator 1%, Rab9 promoter act 2%, BRCA1 expr up -15%, NPC1 prom act 0%, Menin MLL FP TR 1% and Gal4-VP16 FLuc -4%.
COc1cc(/C=C2\SC(=Nc3ccccc3OC)NC2=O)ccc1O was read as p53 reactivator -108%[inhibitor], Giardia killer 9, PKM2 activator 0%, ELG1 genotox 0%, RORg inh 14%, FLuc modulator inconclusive, Rab9 promoter act 0%, BRCA1 expr up -20%, NPC1 prom act -24%, Menin MLL FP TR inconclusive and Gal4-VP16 FLuc 1%.
Screening Cc1nnc(NC(=O)CSc2nnc(-c3ccco3)o2)s1 returned p53 reactivator 0%, Giardia killer -7, ELG1 genotox 0%, RORg inh 1.6µM*, FLuc modulator -7%, Rab9 promoter act 10%, BRCA1 expr up -2%, NPC1 prom act -2%, Menin MLL FP TR -23% and Gal4-VP16 FLuc 5µM*.
`COc1cc(/C=N/NC(=O)CNC(=O)c2ccncc2)ccc1O` gave p53 reactivator 2%, Giardia killer -3, PKM2 activator 0%, ELG1 genotox 3%, RORg inh -3%, FLuc modulator -6%, Rab9 promoter act -1%, BRCA1 expr up -21%, NPC1 prom act -3%, Menin MLL FP TR 10% and Gal4-VP16 FLuc -5%.
CCOC(=O)N1CCN(Cc2cc(=O)oc3ccc4ccccc4c23)CC1 was read as p53 reactivator -5%, Giardia killer 9, PKM2 activator 14%, ELG1 genotox -27%, RORg inh inconclusive, FLuc modulator 0%, Rab9 promoter act -6%, BRCA1 expr up -49%, NPC1 prom act -1%, Menin MLL FP TR -22% and Gal4-VP16 FLuc -9%.
CN(CC(=O)Nc1cccc(F)c1)C(=O)c1ccncc1 was read as p53 reactivator -8%, Giardia killer -1, PKM2 activator 3%, ELG1 genotox 1%, RORg inh -14%, FLuc modulator 3%, Rab9 promoter act 3%, BRCA1 expr up -4%, NPC1 prom act -3%, Menin MLL FP TR 4% and Gal4-VP16 FLuc 7%.
For O=C1C=C(NC2CC2)C2(CCCCC2)O1 the results were p53 reactivator -13%, Giardia killer 8, PKM2 activator -1%, ELG1 genotox 0%, RORg inh -3%, FLuc modulator -1%, Rab9 promoter act 1%, BRCA1 expr up -2%, NPC1 prom act -3%, Menin MLL FP TR 0% and Gal4-VP16 FLuc -6%.
CCN(CC)C(=O)CCCSc1nnc(Nc2ccccc2F)s1 was read as p53 reactivator 16%, Giardia killer 14, PKM2 activator 3%, ELG1 genotox 17%, RORg inh inconclusive, FLuc modulator 17µM*, Rab9 promoter act 1.8µM*, BRCA1 expr up 4.5µM*, NPC1 prom act inconclusive, Menin MLL FP TR -17% and Gal4-VP16 FLuc -12%.
COc1cccc(N(CC(=O)Nc2ccccc2C)S(C)(=O)=O)c1 was read as p53 reactivator -11%, Giardia killer -12, PKM2 activator -5%, ELG1 genotox 0%, RORg inh -2%, FLuc modulator 1%, Rab9 promoter act 4%, BRCA1 expr up 6%, NPC1 prom act 0%, Menin MLL FP TR 3% and Gal4-VP16 FLuc -4%.
`O=C(OCn1nnc2ccccc2c1=O)c1cccc(S(=O)(=O)N2CCOCC2)c1` gave p53 reactivator 2%, Giardia killer -1, ELG1 genotox -1%, FLuc modulator 3%, Rab9 promoter act 1%, BRCA1 expr up -4% and NPC1 prom act -2%.
Screening COc1ccc(OC)c(NC(=O)Cn2c(CCC(=O)O)ccc2-c2ccc(C)cc2)c1 returned p53 reactivator -2%, Giardia killer -13, PKM2 activator 2%, ELG1 genotox 1%, RORg inh 18%, FLuc modulator inconclusive, Rab9 promoter act 3%, BRCA1 expr up -34%, NPC1 prom act -1%, Menin MLL FP TR -10% and Gal4-VP16 FLuc -1%.
CC(C)C[C@H](N)c1cn([C@@H](Cc2cc3ccccc3[nH]2)C(=O)N2CCNCC2)nn1 was read as p53 reactivator -1%, Giardia killer -2, PKM2 activator -1%, ELG1 genotox 4%, RORg inh 22%, FLuc modulator 3%, Rab9 promoter act 8%, BRCA1 expr up 12%, NPC1 prom act 6%, Menin MLL FP TR -17% and Gal4-VP16 FLuc -2%.
Screening O=C(N/N=C\C=C\c1ccco1)C1COc2ccccc2O1 (centres undefined) returned p53 reactivator 8%, Giardia killer -5, PKM2 activator 27%, ELG1 genotox 0%, RORg inh inconclusive, FLuc modulator inconclusive, Rab9 promoter act 6%, BRCA1 expr up -7%, NPC1 prom act 5% and Gal4-VP16 FLuc inconclusive.
For CC(C)NC(=O)C1(O)c2ccccc2NC(=O)N1c1ccc(Cl)c(Cl)c1 (centres undefined) the results were p53 reactivator 2%, Giardia killer -8, PKM2 activator 13%, ELG1 genotox 1%, RORg inh 2%, FLuc modulator 4%, Rab9 promoter act -3%, BRCA1 expr up 1%, NPC1 prom act 0%, Menin MLL FP TR 14% and Gal4-VP16 FLuc 4%.
For COc1ccc(C2C(C(=O)Nc3cc(OC)c(OC)c(OC)c3)c3ccccc3C(=O)N2C)cc1 (centres undefined) the results were p53 reactivator 5%, Giardia killer 0, ELG1 genotox 8%, RORg inh 29%, FLuc modulator -2%, Rab9 promoter act -15%, BRCA1 expr up -52%, NPC1 prom act -30%[inhibitor], Menin MLL FP TR 4% and Gal4-VP16 FLuc 2%.
Screening COc1ccc(OC)c(NC(=O)c2cccc(NC(=O)c3ccccc3)c2)c1 returned Giardia killer 19, PKM2 activator -2%, ELG1 genotox -3%, RORg inh 37%, FLuc modulator 17µM*, Rab9 promoter act 19%, BRCA1 expr up 36%, NPC1 prom act -1%, Menin MLL FP TR inconclusive and Gal4-VP16 FLuc 7%.

Screening data (PubChem)
